GAA glycogen = GAA glycogen-cleavage inhibition or activation; Potency, µM (series often up to 76.4 µM), for inactives: at the top dose activity change, negative = inhibition, most hits filed as inhibitors; P10253; AID 2100; recombinant GAA, glycogen substrate, Amplex Red glucose oxidase fluorescence; 300,000 tested, 0.38% active;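 note: 0% = full enzyme reaction and -100% = no-enzyme basal signal; the screen sought inhibitors and activators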
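Recombinant human enzyme (4 nM); glycogen substrate; 37 C, 40 min, pH 5.0. Readout: coupled glucose oxidase/Amplex Red fluorescence.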
GAA inh = inhibitors of human lysosomal alpha-glucosidase; P10253; purified human GAA, 4-MU-alpha-glucoside fluorescence; Potency, µM (series often up to 76.9 µM), inactives show top-dose activity change, negative = inhibition, usual class: inhibitors; 200,000 tested, 0.005% active;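 note: plate controls were uninhibited enzyme wells for no effect and no-enzyme background for full effect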
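qHTS format, compound range up to 77 uM. Human lysosomal enzyme at 4 nM, 400 uM 4-MU glucoside substrate, pH 5.0, 20 min room temperature; fluorescence after alkaline stop gives activity normalized to controls.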
IMPase Li inh = membrane-permeable IMPase blocker, potentiated with lithium; CHO-M1 cells, IP1 TR-FRET (IP-One), carbachol + lithium; Potency, µM (highest dose often 59.4 µM), for inactives: top-dose activity, negative = IMPase inhibition, hits mostly inhibitors; 210,000 tested, 0.35% active; AID 1457;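 note: IP1 builds up when IMPase is blocked and the TR-FRET signal falls; plate controls were basal vehicle for no effect and high inhibitor control for full effect; nearly all actives have a fitted effect of over 50% in size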
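Readout is a homogeneous TR-FRET IP1 immunoassay (Ex 320, Em 665 and 620), where raised cytosolic IP1 lowers signal. Cells were CHO-M1 treated 30 min at 37C with test compounds plus a little lithium; AC50 values came from Hill-equation fitting.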
aGlu spleen mod = lysosomal alpha-glucosidase (human) modulation; Potency, µM (doses to about 79.9 µM), inactives show top-dose activity change, negative = inhibition, actives largely listed as inhibitors; AID 2112; 240,000 tested, 0.006% active; P10253; human spleen homogenate, 4-MU-alpha-glucoside fluorescence;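 note: 0% = enzyme with vehicle and -100% = no enzyme basal signal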
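Enzyme source: human spleen homogenate, 1 ug/well. Buffer 50 mM citric acid/K phosphate pH 5.0, 0.01% Tween-20. 4-MU-alpha-glucoside 1 mM; 37 C x 40 min; NaOH/glycine stop; fluorescence.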
HTT cytoprotect = Huntington cell model cytoprotection by ATP luminescence; PC12 HTT-Q103 induced, cytoprotection, ATP luminescence, 40 h; Potency, µM (highest dose often 56.4 µM), without a hit: cytoprotection (ATP increase), usual class: activators; 230,000 tested, 0.14% active;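 note: % of control where 0% means no effect; nearly all actives have a fitted effect of over 45% in size; toxic huntingtin expression switched on by the ecdysone agonist tebufenozide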
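Stable PC12 Q103-GFP cells in serum-supplemented, phenol red-free DMEM; induction by tebufenozide at 100 nM final; compound dose series; cell viability quantified luminescently from ATP.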
HttQ103 aggreg = reduces HttQ103-GFP aggregates in PC12 cells; AID 1688; PC12 HttQ103-GFP aggregates, Acumen cytometry, 40 h; 220,000 tested, 1.1% active; Potency, µM (highest dose often 46.1 µM), without a hit: at the highest dose activity change, negative = inhibition, hits mostly inhibitors; note: % is set by controls: 0 for no effect and ±100 for the full control effect; nearly all actives have a fitted effect of over 60% in size
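Ecdysone-promoter PC12 model expressing HTT exon 1 Q103 fused to GFP, induced by tebufenozide at 100 nM final. Compounds titrated; aggregates sized 1–25 µm scored on a 488 nm laser cytometer.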
RGS12 GoLoco inh = RGS12 GoLoco-Gai1 interaction inhibition | Gai1:RGS12 GoLoco peptide FP, rhodamine, 10 min | Potency, µM (doses to about 61.6 µM), inactives show at the top dose activity, negative = inhibition, most hits filed as inhibitors | 230,000 tested, 0.44% active | AID 880; active = well fitted inhibition curve with a large enough effect, not every such curve was filed as active; inactive = no such curve, though single readings can be large or run the other way; note: % is set by controls: 0 for no effect and ±100 for the full control effect; nearly all actives have a fitted effect of over 30% in size; many of its hits are not listed in these tables
Target sequence (P63096 whole entry, looked up): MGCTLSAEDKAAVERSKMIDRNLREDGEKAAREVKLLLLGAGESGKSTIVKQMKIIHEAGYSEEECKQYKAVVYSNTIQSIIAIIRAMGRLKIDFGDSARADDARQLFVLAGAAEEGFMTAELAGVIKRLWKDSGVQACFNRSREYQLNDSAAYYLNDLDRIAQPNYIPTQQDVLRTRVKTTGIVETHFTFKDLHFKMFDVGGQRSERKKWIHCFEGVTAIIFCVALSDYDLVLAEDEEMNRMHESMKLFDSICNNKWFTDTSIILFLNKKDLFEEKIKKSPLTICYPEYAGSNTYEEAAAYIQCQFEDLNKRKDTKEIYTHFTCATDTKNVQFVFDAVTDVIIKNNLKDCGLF
An asterisk follows results filed as active; u = inconclusive; x = no result given; & = joins results of further samples; [ ] = dose if it differs, or a comment. Unless noted, calls come from the whole dose curve; as a rule, active = well fitted curve in the direction sought with a large enough effect; inconclusive = small, poorly fitted or top-dose-only effect, or another doubt; inactive = no such curve, though single readings can be large; an effect the other way counts as inactive or inconclusive. Potency is the fitted concentration of half-maximal effect. An excerpt. The share of hits here may be higher or lower than overall.

SMILES	GAA glycogen	GAA inh	IMPase Li inh	aGlu spleen mod	HTT cytoprotect	HttQ103 aggreg	RGS12 GoLoco inh
COc1ccc(/C=C2\CCCC3C2=NC(=S)NC3c2ccc(OC)cc2)cc1 (stereo not drawn)	-18%	-13%	9%	-12%	10%[10 µM]	-19%	14%
COc1ccc2sc(SCCCS(=O)(=O)O)[n+](CCCS(=O)(=O)[O-])c2c1	10%	7%	-1%	2%	-19%[10 µM]	-6%	1%
CCOc1ccc(N2C(=O)/C(=C/c3ccco3)N(C)C2=S)cc1	-2%	-2%	3%	-10%	7%[10 µM]	23%	20%
COc1ccccc1C(=O)Nc1sc2c(c1C(=O)NCc1ccco1)CCCC2	-5%	u	41%[activator][38.3 µM]	3%	-54%[inhibitor]	11%	-7%
Cc1ccc(-c2noc(CN(C(=O)C34CC5CC(CC(C5)C3)C4)C(C)C)n2)cc1	-12%	4%	-4%[38.3 µM]	1%	-11%	-6%	5%
CN1CCN(S(=O)(=O)c2ccc(Sc3nnnn3-c3ccccc3)c([N+](=O)[O-])c2)CC1	2%	-4%	-5%	-6%	8%[10 µM]	11µM*	-5%
Cc1ccc2c(CC(=O)NCCc3ccc(S(N)(=O)=O)cc3)coc2c1	4%	x	x	0%	-2%[10 µM]	0%[9.22 µM]	-6%
O=C(O)c1cc(Cl)c(Cl)cc1C(=O)N1CCOCC1	-1%	-9%	51%[activator][38.3 µM]	-3%	0%	u	-1%
CNC(=O)COC(=O)c1ccccc1NC(=O)c1ccco1	11%	-8%[15.4 µM]	x	-3%	17%[10 µM]	8%[9.22 µM]	6%
CN(C(=S)NC(=O)/C=C/c1ccc(F)cc1)C1CCCCC1	0%	-1%	10%	-11%	x	-2%	5%
COc1cc2c3c(c1)C(C)CC(C)(C)N3C(=O)C2=O (stereo not drawn)	-1%	-8%	7%	-9%	x	-2%	18%
CCOC(=O)c1c(C)oc2c1c(C=NCC1CCCO1)c(O)c1ccccc12 (stereo not drawn)	-8%	6%	21%[38.3 µM]	-17%	-24%	-10%	9%
CC(C)(C)C(=O)O/N=C(\N)Cc1ccc(-c2csnn2)cc1	4%	-3%	x	3%	23%[10 µM]	7%[9.22 µM]	-6%
COc1ccc(CNc2nc(SCc3cc(=O)n4cc(Cl)ccc4n3)nc3ccccc23)cc1	20%	-3%	x	-5%	16%[10 µM]	14%	x
COc1ccc(NC(=S)N(CCCN2CCOCC2)Cc2ccco2)cc1	4%	-3%	-1%	5%	-1%	1%	7%
O=C(NCc1cccnc1)C1CCN(C(=O)c2ccc(Cl)cc2Cl)CC1	-2%	0%	14%[38.3 µM]	-4%	-2%[0.074 µM]	-6%	5%
O=C(Nc1ccc(Oc2ccccc2)cc1)C1CCCN(c2ncccn2)C1 (stereo not drawn)	9%	-4%	-2%[38.3 µM]	7%	-13%	4%	10%
O=C1CS/C(=C\[N+](=O)[O-])N1c1ccc(OC(F)(F)F)cc1	-25%	-2%	-2%[38.3 µM]	-3%	14%	20%	26%
O=C(/C=C/c1ccc(F)cc1)Nc1cccc(S(=O)(=O)Nc2cccc(C(F)(F)F)c2)c1	-4%	-1%	3%	3%	-34%[10 µM]	-2%	-6%
COc1ccc(CSc2nnc3n(C)c(=O)c4c5c(sc4n23)CCCC5)cc1	-4%	2%	x	-1%	-3%	u	x
Cc1ccc(-n2cc(CNCCc3ncc(C)[nH]3)c(-c3ccc(F)cc3)n2)cc1	-21%	u	-1%	8%	-5%[10 µM]	15%[9.22 µM]	21%
COc1ccc(-n2ncc3c(N4CCc5ccccc54)ncnc32)cc1	-1%	-6%	-14%[38.3 µM]	6%	-24%	2%	6%
CC(C)OCC1Cn2c(nc3c2c(=O)n(C)c(=O)n3C)O1 (stereo not drawn)	7%	7%	-12%	0%	-10%[10 µM]	11%[9.22 µM]	-2%
Cc1ccc(Nc2ncccc2C(=O)O)cc1C	11%	-3%[15.4 µM]	-1%[38.3 µM]	3%	-17%&-15%	-2%&6%	12%
CC(C)CCN1CCN(Cc2cccc(C(F)(F)F)c2)CC1CCO (stereo not drawn)	-1%	8%	-4%	1%	1%[10 µM]	-3%[9.22 µM]	8%

Following part:
SMILES	GAA glycogen	GAA inh	IMPase Li inh	aGlu spleen mod	HTT cytoprotect	HttQ103 aggreg	RGS12 GoLoco inh
Cc1cc(Cl)ccc1Oc1ccc(C(N)=O)cc1[N+](=O)[O-]	5%	-19%	0%	-14%	-5%[10 µM]	-25%	-12%
O=c1[nH]cnc2scc(-c3ccc(-c4ccccc4)cc3)c12	1%	-1%	39%[activator][38.3 µM]	-5%	-26%[10 µM]	-11%	9%
CC(C)Cn1c(SC(C)C(=O)Nc2ccc3c(c2)OCCO3)nc2ccccc2c1=O (stereo not drawn)	-11%	-5%	19%[38.3 µM]	-6%	17%[10 µM]	-9%	9%
O=C(CSc1nnc2n1CCCN2C(=S)Nc1ccc(Cl)cc1)c1ccccc1	-19%	-2%	8%	-17%	-11%[10 µM]	u	10%
Cc1noc(C)c1COC(=O)c1ccc2ccccc2n1	1%	9%	9%[38.3 µM]	1%	4%[10 µM]	-4%	-3%
O=[N+]([O-])c1ccccc1/C=C/C=N/n1c(-c2ccc(Cl)cc2)n[nH]c1=S	-3%	1%	-1%[38.3 µM]	-9%	-4%	33%	-3%
CC(=O)Nc1ccc(NC(=O)CCCCCN2C(=O)c3ccccc3C2=O)cc1	2%	-2%	29%[38.3 µM]	-3%	-21%	8%	-2%
CCc1ccc(C2=C/C(=C/c3cccnc3)C(=O)O2)cc1	8%	2%	11%	1%	21%[10 µM]	-9%	13%
N#Cc1c(-c2cccnc2)c2c([nH]c1=O)-c1ccccc1OC2	-2%	x	x	u	-4%[10 µM]	-14%[9.22 µM]	13%
O=C(CSc1nnc2c3ccccc3c3ccccc3c2n1)Nc1ccccc1	-1%	-6%	u	-4%	25%	15%	124%[activator]
CCN1CC(CN(C)Cc2nc(-c3ccc(C(F)(F)F)cc3)oc2C)CC1=O (stereo not drawn)	-4%	5%	x	-8%	-43%[inhibitor]	3%	3%
COc1ccc(/C=N\NC(=O)c2ccc(=O)[nH]n2)cc1O	u	-12%	9%	0%	-9%[10 µM]	-2%	1%
Cc1ccc(C(=O)Nc2nc3c(s2)CCCC3)o1	-5%	-5%	20%[38.3 µM]	u	-23%[0.074 µM]	19%	20%
CC1C/C(=N\NC(=O)c2ccc([N+](=O)[O-])cc2)CC(C)(C)C1 (stereo not drawn)	-27%	x	x	1%	9%[10 µM]	21%[9.22 µM]	2%
CCOC(=O)c1cnc2ccc(OCC)cc2c1N1CCN(c2ccccc2)CC1	-19%	u	11%[38.3 µM]	-7%	-13%	-12%	1%
CCOC(=O)C1=NO[C@@]2(C=C(Br)C(=O)[C@H]3O[C@H]32)C1	x	x	16%	-1%	x	x	-2%
O=C(Nc1ccccc1)C1=C[C@@H](c2ccc(Br)cc2)C[C@@H](OCc2ccc(CO)cc2)O1	-21%	x	-4%	0%	28%[10 µM]	24%[9.22 µM]	3%
O=C(N/N=C/c1ccc(-c2ccc(S(=O)(=O)Nc3ncccn3)cc2)o1)c1cc2ccccc2cc1O	-13%	-6%	27%[38.3 µM]	-3%	6%	-13%	25%
COc1ccc(C(C(=O)NC2CCCCC2)N(CC2CCCO2)C(=O)C2COc3ccccc3O2)cc1OC (stereo not drawn)	-4%	-8%	8%	0%	8%[1.9 µM]	-17%	-1%
O=[N+]([O-])c1cccc(-c2ccc3nnc(SCc4ccccn4)n3n2)c1	u	-7%	5%	x	11%	2%	12%
Cc1cc(C)cc(OCC(=O)Nc2ccccc2C(=O)NCc2ccco2)c1	10%	-2%	27%[38.3 µM]	-6%	-1%[0.074 µM]	-4%	3%
CC(C)N(C(=O)Nc1ccc2nccnc2c1)C(C)C	1%	-10%	-16%[38.3 µM]	2%	-25%	-17%	11%
CC(C)NC(=O)c1cc(-c2ccc(Br)cc2)on1	-2%	1%	-8%[38.3 µM]	0%	-18%	u	16%
COc1ccccc1NC(=O)c1csc(-n2nc(C)cc2C(F)(F)F)n1	-8%	-4%	-9%[38.3 µM]	-6%	-23%	14%	7%
Cc1cc2oc(=O)cc(-c3ccccc3)c2c(C)c1-c1ccc(O)cc1	x	x	13%	3%[119 µM]	x	x	6%[88.7 µM]

Other results follow:
SMILES	GAA glycogen	GAA inh	IMPase Li inh	aGlu spleen mod	HTT cytoprotect	HttQ103 aggreg	RGS12 GoLoco inh
COc1cc(/C=N/n2c(C)n[nH]c2=S)ccc1OCc1ccccc1	-2%	-11%	14%	-4%	x	12%	-7%
C=CCOC(=O)C1(C(NC(=O)OC)c2ccccc2)C(=O)Cc2ccccc21 (stereo not drawn)	x	x	17%	6%	u	x	0%
CC(=O)Oc1ccc2occ(/C=N/c3cc(=O)[nH]c(=S)[nH]3)c(=O)c2c1	-27%	-10%[15.4 µM]	x	-20%	-4%[10 µM]	-23%[9.22 µM]	-16%
COc1ccc(C(=O)N2CCNC(=O)C2CC(=O)Nc2ccc(C)cc2)cc1 (stereo not drawn)	-23%	-8%	8%	-10%	x	8%	-3%
O=C(NC1CCCc2ccccc21)c1ccc(Br)cc1 (stereo not drawn)	3%	3%	x	4%	10%[10 µM]	4%	x
O=C(Cn1c(=O)oc2ccccc21)NC(=O)NCc1ccccc1	-4%	-15%	2%[38.3 µM]	5%	5%	-5%	-17%
COc1cccc2c(Cl)c(CCCl)c(C)nc12	-3%	-3%	0%	-3%	-7%[10 µM]	-23%	10%
CCOC(=O)c1cnn(-c2nc(-c3ccc(F)cc3)cs2)c1C(F)(F)F	-14%	u	12%[38.3 µM]	-11%	-21%	-35%	4%
Cc1ccc(-c2nc(SCC(N)=O)c(C#N)c3c2CCCC3)cc1	4%	-4%	3%[38.3 µM]	2%	7%	10%[1.84 µM]	7%
CC1CC(C)CN(C(=O)c2cc(-c3ccccn3)nc3ccccc23)C1 (stereo not drawn)	7%	5%	6%[38.3 µM]	2%	3%[10 µM]	2%	-14%
COc1ccc(/C=N/Nc2cc(N(C)C)nc(N(C)C)n2)cc1	-19%	2%	13%	-6%	8%[10 µM]	-3%	1%

High-throughput results: PubChem, National Center for Advancing Translational Sciences (NCATS)
